Screening data from PubChem.
MITF act – activators of MITF-driven TRPM1 promoter activity in SK-MEL-5 cells | hit rate 0.75% among 300,000 | SK-MEL-5 TRPM1-promoter luciferase, 24 h; % of positive control, neutral wells = 0 | activation, % at 12.5 µM;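 active = mean activation of at least 80% with every replicate also reaching 80%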;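 note: 0% = neutral control wells and 100% = parthenolide positive control wells; values of inactives mirror those of a sister screen read the other way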
Mot1-301 SUMO – blocks SUMOylation pathway, rescuing yeast Mot1-301 growth | S. cerevisiae Mot1-301 growth rescue, ATP luminescence, 38.5C; percent above DMSO median, 100 means doubled | growth rescue, % at 18.8 µM | hit rate 1% among 320,000 | AID 2716;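 active = every valid replicate shows activation above 250% relative to neutral control wells; inactive = the rest, any valid replicate at or below 250%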;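 note: OY570 slx delta 5 strain wells were the positive control but not used for scaling; some compounds called inactive have numbers as strong as hits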
NSD2 HMT inh – blocks human histone methyltransferase NSD2; AID 743445; hit rate 0.54% among 310,000; NSD2 peptide methylation, AlphaScreen, 120 min; inhibition, % at 12.5 µM; in the data active = inhibition above about 50%
dFosB act – activators of mouse delta FosB homodimer; purified delta FosB, TAMRA-CDK5 oligo fluorescence polarization; percent of positive-control signal above neutral wells; activation, % at 25 µM; hit rate 0.99% among 340,000; AID 493131;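 active = mean activation above about 17%, with every replicate also reaching it, limit read from the data, passing the limit was not always enough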;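 note: fluorescence polarization rise as delta FosB binds a TAMRA Cdk5 AP-1 oligo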
Target sequence (P13346 whole entry, looked up): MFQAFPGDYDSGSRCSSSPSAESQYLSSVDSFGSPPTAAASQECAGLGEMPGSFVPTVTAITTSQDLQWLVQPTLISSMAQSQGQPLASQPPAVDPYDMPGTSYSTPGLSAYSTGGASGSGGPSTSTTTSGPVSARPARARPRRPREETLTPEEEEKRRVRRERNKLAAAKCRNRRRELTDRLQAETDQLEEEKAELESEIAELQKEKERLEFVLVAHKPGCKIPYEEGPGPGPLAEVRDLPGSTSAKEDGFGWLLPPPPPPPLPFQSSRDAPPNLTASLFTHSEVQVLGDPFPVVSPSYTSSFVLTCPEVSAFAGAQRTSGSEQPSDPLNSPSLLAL
PKA-R2B act – activators of human PKA-R2B complex; P22694+P31323; PKA-R2B holoenzyme dissociation, Cy5-IP20 fluorescence polarization; R2B truncated from residue 108, S112A mutant; 0% DMSO only, 100% 113 µM cGMP; activation, % at 11.4 µM; hit rate 0.079% among 340,000; AID 504700;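 active = activation above a cutoff set at the mean over all compounds plus 3 SD, cut at about 18% in these data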;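 note: higher means more holoenzyme dissociation and a rise in polarization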
CDK5 inh – inhibitors of human CDK5/p35 kinase; Q00535+Q15078; Recombinant CDK5/p35, ADP-Glo luminescence, 60 min; inhibition, % at 10 µM; hit rate 0.01% among 330,000; AID 488839;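 active = highest replicate inhibition of at least 50% and at least 75% of replicates reaching 50%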;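 note: plate controls were DMSO neutral control for no effect and GW8510 at 10 µM for full effect; many of its hits are not listed in these tables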
SR-BI HDL uptake – blocks mouse SR-BI lipid uptake from DiI-HDL; Q61009; ldlA[mSR-BI] CHO cells, DiI-HDL uptake fluorescence, 3 h; inhibition, % at 12.5 µM; hit rate 0.96% among 320,000; AID 488896;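 active = mean replicate inhibition of at least 70% and a set share of replicates each scoring 70 or more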;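 note: 0% = median of neutral control wells and 100% = median of positive control wells; values of inactives mirror those of a sister screen read the other way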
Target sequence (Q61009 whole entry, looked up): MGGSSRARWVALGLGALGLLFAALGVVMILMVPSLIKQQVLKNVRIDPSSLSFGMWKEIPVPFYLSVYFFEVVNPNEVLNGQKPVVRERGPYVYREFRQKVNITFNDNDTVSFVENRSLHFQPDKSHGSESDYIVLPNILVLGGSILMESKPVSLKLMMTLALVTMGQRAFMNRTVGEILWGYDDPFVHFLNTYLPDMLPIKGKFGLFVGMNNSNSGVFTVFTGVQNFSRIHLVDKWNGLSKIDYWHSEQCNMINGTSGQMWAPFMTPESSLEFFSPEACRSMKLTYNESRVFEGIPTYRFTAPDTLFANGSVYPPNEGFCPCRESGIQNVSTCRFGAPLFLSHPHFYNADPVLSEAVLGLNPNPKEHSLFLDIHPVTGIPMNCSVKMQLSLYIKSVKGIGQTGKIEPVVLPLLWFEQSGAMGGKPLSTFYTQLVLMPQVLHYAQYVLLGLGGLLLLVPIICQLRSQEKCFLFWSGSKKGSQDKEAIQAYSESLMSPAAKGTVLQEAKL
SR-BI uptake up – activators of SR-BI mediated HDL lipid uptake; hit rate 0.096% among 320,000; AID 504775; CHO ldlA[mSR-BI] cells, DiI-HDL uptake fluorescence, 3 h; 100 = double the neutral-control signal; activation, % at 12.5 µM;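 active = mean replicate activation of at least 60% and every replicate at or above 60%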;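 note: 0% = median plate neutral-control signal and 100% = twice that signal; values of inactives mirror those of a sister screen read the other way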
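Assay system: LDL receptor-deficient CHO ldlA cells overexpressing murine SR-BI / Medium: BSA-supplemented, HEPES-buffered Ham's F12, pH 7.4 / Probe or stimulus: DiI-labelled HDL at 10 µg/mL final / Timing: compound with DiI-HDL co-incubation, 3 h at 37 °C / Technique: bottom-read cell fluorescence after medium removal, ex 550/em 595 nm / Measure: HDL uptake via cellular fluorescence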
Arr AP2 block – inhibitors of human beta-arrestin and AP2 interaction; FITC-arrestin peptide / GST-AP2 beads, flow cytometry; AP2 beta2 appendage carries R879A mutation; inhibition, % at 10 µM; hit rate 0.31% among 340,000;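 active = inhibition above a set limit, near 3 SD of compounds lacking own fluorescence, cut at about 54% in these data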;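 note: plate controls were DMSO wells for no effect and 5 µM unlabelled arrestin peptide for full effect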
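System: GST-tagged AP2 beta2-adaptin appendage (R879A) on 4 µm glutathione beads / Reagent: FITC-arrestin peptide, 50 nM / Detection: HyperCyt-sampled flow cytometry, FL1 channel, ex 488/em 535 nm / Timing: 12 min plus 1 h, RT / Buffer or medium: PBS plus Tween 20 (0.05%) and BSA (0.1%)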
Pemphigus Ab inh – human desmoglein-3 autoantibody binding inhibition; P32926; DSG3-coupled beads, scFv-anti-DSG3-GFP binding, flow cytometry; hits give low values; binding (percent of control), % at 10 µM; hit rate 0.48% among 310,000; AID 588358;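 active = binding more than 3 SD below its plate's average and above zero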;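 note: hits lower antibody fragment binding to DSG3; some compounds called inactive have numbers as strong as hits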
PKA-R1A activ – PKA-R1A complex activation; activation, % at 11.4 µM; P00514+P68181; hit rate 0.083% among 340,000; PKA-R1A dissociation, Cy5-IP20 fluorescence polarization; scaled: DMSO 0%, 113 µM cGMP 100%;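 active = percent activation above the mean of all tested compounds plus 3 SD, cut at about 19% in these data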;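 note: higher means more PKAc released from R1A so a rise in polarization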
The depositor's hits bear a star; / = not tested or not shown.

SMILES | MITF act | Mot1-301 SUMO | NSD2 HMT inh | dFosB act | PKA-R2B act | CDK5 inh | SR-BI HDL uptake | SR-BI uptake up | Arr AP2 block | Pemphigus Ab inh | PKA-R1A activ
COc1ccc(CCNc2ccc(C(CC(N)=O)NC(=O)Cc3cccc4ccccc34)cc2[N+](=O)[O-])cc1 (configuration not stated) | -10 | 7 | / | -3 | 0 | -0.2 | -21 | 21 | 20 | 106 | -10
Cc1onc(-c2c(F)cccc2Cl)c1C(=O)Nc1nnc(C(F)(F)F)s1 | -22 | -15 | -8 | -1 | 2 | -1.3 | -2 | 2 | 25 | 105 | 4
O=C(Nc1cccc(F)c1)c1ccc2ncsc2c1 | -4 | 87 | -5 | -11 | -1 | 0.2 | 30 | -30 | 10 | 105 | 2
COc1ccc(NC(=O)/C=C/c2cccc(F)c2)cn1 | 31 | 18 | -1 | -10 | -6 | 0.7 | 19 | -19 | 4 | 115 | -6
COCCN(C(=O)CCl)C(C(=O)NC1CCCCC1)c1ccccc1C (configuration not stated) | -78 | 259 | 1 | 7 | -10 | -0.3 | 1 | -1 | 20 | 116 | -1
O=C(Cc1ccc(Cl)c(Cl)c1)Nc1cccc2ncccc12 | -8 | / | -1 | -4 | -9 | 2.6 | 19 | -19 | -13 | 107 | 2
CCCCn1c(=S)[nH]c2cc(S(=O)(=O)N3CCCCC3)ccc21 | -1 | 218 | / | -6 | -6 | 2.9 | 12 | -12 | 5 | 104 | 4
CCn1cc([N+](=O)[O-])c(C(=O)N2N=C(c3ccccc3)CC2c2ccc([N+](=O)[O-])cc2)n1 (configuration not stated) | 2 | -3 | -1 | -3 | 1 | -3.2 | -23 | 23 | 10 | 105 | 0
CNC(=S)N(C)[C@H]1c2c(ccc3ccccc23)OC[C@H]1CO | -4 | 8 | 1 | 1 | -6 | 7.6 | 3 | -3 | 0 | 101 | 0
O=C(COc1ccc(Cl)cc1)OCC(=O)N1CCOCC1 | 1 | -16 | 1 | 2 | -11 | -0.7 | -14 | 14 | 2 | / | 12
O=C(CCc1ccccc1)NCCc1nc2ccccc2[nH]1 | -8 | 20 | -1 | 3 | -3 | -1.2 | -9 | 9 | -5 | 98 | -12
Cc1ccc(CSCC(=O)NN=C2CCN(C)CC2)cc1 | 8 | 2 | -1 | -7 | 3 | -3.0 | -20 | 20 | 2 | 105 | 3
S=c1[nH]nc(CCc2nc3ccccc3[nH]2)n1-c1ccccc1 | -8 | -4 | -1 | 4 | -5 | 1.4 | 10 | -10 | -6 | 97 | -11
CCOC(=O)COn1c(SCC(=O)OCC)nc2ccccc2c1=O | / | -5 | -1 | -6 | -4 | 0.8 | -4 | 4 | 3 | 77 | -5
CC(C)C[C@H](NC(=O)c1nc[nH]c1C(=O)NCc1ccccc1)C(=O)OC(C)(C)C | 2 | -4 | / | -15 | -1 | -0.6 | 20 | -20 | -7 | 101 | -5
O=C(CSc1nc(=O)n(CCN2CCOCC2)c2c1CCC2)Nc1ccc(OC(F)(F)F)cc1 | -13 | -2 | 0 | -3 | -7 | 0.6 | 12 | -12 | -2 | 93 | -6
O=C(Nc1ccccc1C(F)(F)F)c1c(F)cccc1Cl | 4 | 0 | -4 | 4 | 2 | -4.0 | -12 | 12 | 8 | 109 | -22
N#CC(C#N)=Cc1cccn1-c1ccc(S(N)(=O)=O)cc1 | -17 | -9 | 4 | 4 | -7 | -0.9 | -14 | 14 | 8 | 103 | -4
COc1ccc(CCNC(=O)Cn2nnc(-c3ccc(N4CCOCC4)cc3)n2)cc1OC | 42 | 710* | / | -2 | -2 | -0.9 | 32 | -32 | -7 | 93 | -1
CN(C(=O)CN1C(=O)c2ccccc2S1(=O)=O)C1CCCCC1 | 1 | 11 | -3 | 0 | -6 | 0.3 | -5 | 5 | -15 | 95 | 3
COc1ccc(Cl)cc1NC(=O)CN(C)C(=O)c1cc2ccccc2cc1O | -14 | 14 | -3 | -4 | 15 | 1.2 | 9 | -9 | 12 | 100 | 4
COc1ccc(C(=O)NNC(=O)CSc2nnc(C)n2CC2CCCO2)cc1 (configuration not stated) | -3 | -7 | / | -4 | 1 | -1.2 | -2 | 2 | 8 | 100 | -6
COC(=O)c1cc(S(=O)(=O)N2CCN(C3CCCCC3)CC2)c[nH]1 | 5 | 109 | / | -6 | -4 | 2.6 | -1 | 1 | 13 | 100 | 12
COc1ccc(N2C(=O)N3[C@@H]4c5ccccc5OC[C@@H]4[C@@H](c4ccccc4)[C@@]3(C)C2=O)cc1 | 1 | 23 | / | -2 | 1 | 0.7 | 45 | -45 | 25 | 103 | -3
CCC(C)c1ccc(NC(=S)NCc2cccnc2)cc1 (configuration not stated) | 9 | -7 | 0 | -8 | 2 | / | -44 | 44 | / | 96 | -3
CC1CCc2c(C(=O)NCCN3CCOCC3)csc2C1 (configuration not stated) | 7 | -4 | -1 | -6 | -7 | 3.8 | -43 | 43 | 6 | 111 | -2
Cc1cc(OCc2cc(C(=O)N3CCC(Oc4cccnc4)CC3)no2)cc(C)c1Cl | -3 | 2 | 0 | -12 | 2 | -1.2 | 14 | -14 | -5 | / | -10
CCOC(=O)C1=C(COC(=O)COc2ccccc2OCC)NC(=O)NC1C (configuration not stated) | 6 | -5 | -2 | -5 | 2 | -0.2 | 8 | -8 | -4 | 102 | 7
CCN1CCc2nc3ccccc3c(C(=O)Nc3ccc(NC(C)=O)cc3)c2C1 | -7 | -3 | 59* | -4 | -3 | 2.9 | / | / | 5 | 104 | -2
O=S(=O)(NCc1ccc2c(c1)OCO2)c1ccc(Cl)s1 | 3 | 11 | 1 | -3 | -4 | -2.5 | 15 | -15 | 105* | 108 | 11
CC(=O)Nc1ccc(NC(=O)CNC(=O)c2cccc(C)c2)cc1 | -5 | 762 | -6 | -5 | -2 | -2.0 | 3 | -3 | -6 | 91 | -7
CCN1C(=O)[C@H]2[C@@H](c3ccc(-c4ccc(F)cc4)c(OC)c3)N3CCC[C@@]3(C(=O)OC)[C@H]2C1=O | 18 | 421 | / | 2 | -3 | 0.8 | 16 | -16 | 21 | 98 | 6
CCN(Cc1nc(-c2cccc(Cl)c2)no1)CC1CCCO1 (configuration not stated) | 21 | 6 | 18 | 2 | -1 | -0.6 | 9 | -9 | 8 | 100 | 4
O=C(CSCCO)Nc1nccs1 | / | 7 | -2 | 2 | 5 | 0.9 | / | / | -2 | 95 | -16
Cc1ccc(C(=O)NC2CC(C)(C)NC(C)(C)C2)cc1S(=O)(=O)N1CCOCC1 | -5 | / | 2 | -6 | -3 | -1.1 | 5 | -5 | 24 | 102 | -7
Cc1cc(=O)n2cn[nH]c2n1 | -20 | / | -2 | 1 | 2 | -1.3 | -23 | 23 | 4 | 110 | 0
S=c1[nH]c2ccccc2n1Cc1ccccc1 | / | 99 | -1 | -1 | 5 | 2.9 | 1 | -1 | 12 | 103 | -15
COc1ccc(CCc2nnc(CCC(=O)N(C)Cc3ccnc4ccccc34)o2)cc1 | 6 | 2 | -1 | -8 | 1 | -0.6 | -5 | 5 | -1 | 93 | 6
CCOc1ccc(NC(=O)CSc2ccc3nnc(-c4cccnc4)n3n2)cc1 | -1 | 3 | 4 | -5 | 6 | -0.5 | -13 | 13 | 3 | 104 | -4
COc1ccc(CN2CCN(C(=O)C3CCC(CNS(=O)(=O)c4ccc(C)cc4)CC3)CC2)c(OC)c1OC (configuration not stated) | -4 | / | 3 | -15 | 5 | -2.9 | 64 | -64 | -10 | 101 | -4
COc1ccc(N(CC(=O)Nc2cccc(C(C)=O)c2)S(=O)(=O)c2ccc(NC(C)=O)cc2)cc1 | / | 124 | 4 | -19 | -10 | -6.2 | 56 | -56 | 1 | 103 | -4
Cc1nc2sc(C(c3ccco3)N3CCC(Cc4ccccc4)CC3)c(O)n2n1 (configuration not stated) | / | 89 | / | -6 | -10 | 2.8 | -27 | 27 | 6 | 100 | 0
CCOc1ccccc1-n1c(SCC(=O)Nc2nccs2)nnc1-c1ccoc1C | -8 | -7 | -4 | 3 | -5 | 3.2 | -7 | 7 | 4 | 90 | -6
Cc1cc(C(=O)COC(=O)C2=NNC(=O)CC2)c(C)n1-c1ccccc1 | -29 | / | 7 | -1 | -5 | -1.7 | -8 | 8 | 4 | 94 | -6
CCC1(c2ccccc2)NC(=O)N(CC(=O)Nc2ccc(N3CCOCC3)cc2)C1=O (configuration not stated) | -10 | 9 | 1 | -5 | 4 | 1.2 | -1 | 1 | 4 | 101 | -8
C/C=C(\C)CN1CCN(c2ccccc2F)CC1 | -4 | -7 | / | -2 | -2 | -0.6 | -38 | 38 | 6 | / | -3
CC(CC#CCN1CCOCC1)OCCC#N (configuration not stated) | -8 | 7 | -1 | -4 | 3 | 0.7 | -14 | 14 | -7 | 105 | 1
CCOC(=O)COc1cc(N2C(=O)CSCC2=O)c(Cl)cc1Cl | -2 | -7 | 26 | -8 | -4 | -0.2 | -6 | 6 | -2 | 102 | -3
N=C1SCC(=O)N1c1ccc(Cl)cc1 | / | -17 | 0 | -2 | -4 | 0.6 | -1 | 1 | 19 | 96 | -3
COc1ccc(N2CCN(C(=O)C3(C)CC3(Cl)Cl)CC2)cc1 (configuration not stated) | -17 | -9 | -2 | 1 | 0 | -0.4 | -6 | 6 | 35 | 106 | -4
CCc1ccccc1NC(=O)NCc1ccc2c(c1)OCO2 | -4 | 400 | 0 | 10 | -6 | -3.0 | -2 | 2 | -15 | / | -5
O=c1nc2n(c3ncccc13)CCCCC2 | -6 | -11 | -4 | 4 | 11 | -0.1 | -14 | 14 | 1 | 116 | -2
O=C(COc1cccc(-n2cnnn2)c1)NCCC1=CCCCC1 | -8 | -1 | -4 | -17 | -11 | -1.4 | 0 | 0 | -3 | 98 | -2
CC1CCN(CCOCCOc2ccccc2Br)CC1 | 2 | 166 | 0 | 9 | 5 | 0.0 | -10 | 29 | 7 | 102 | 5

Compounds were not picked by outcome. About 4.7% of those tested had a hit in this group.
